# Screens: PubChem BioAssay, National Center for Advancing Translational Sciences (NCATS)
# D1 PAM – Potentiators of Human D1 Dopamine Receptor: qHTS; hit rate 0.036% among 360,000; AID 504651, 2011; HEK293 TREx D1 cells, calcium flux, dopamine EC20 potentiation; D(1A) dopamine receptor (Homo sapiens), P21728; potentiation, % at 10 µM; in the data active = potentiation above about 30%; also: 0% is about no effect
# Target sequence (P21728 whole entry, looked up): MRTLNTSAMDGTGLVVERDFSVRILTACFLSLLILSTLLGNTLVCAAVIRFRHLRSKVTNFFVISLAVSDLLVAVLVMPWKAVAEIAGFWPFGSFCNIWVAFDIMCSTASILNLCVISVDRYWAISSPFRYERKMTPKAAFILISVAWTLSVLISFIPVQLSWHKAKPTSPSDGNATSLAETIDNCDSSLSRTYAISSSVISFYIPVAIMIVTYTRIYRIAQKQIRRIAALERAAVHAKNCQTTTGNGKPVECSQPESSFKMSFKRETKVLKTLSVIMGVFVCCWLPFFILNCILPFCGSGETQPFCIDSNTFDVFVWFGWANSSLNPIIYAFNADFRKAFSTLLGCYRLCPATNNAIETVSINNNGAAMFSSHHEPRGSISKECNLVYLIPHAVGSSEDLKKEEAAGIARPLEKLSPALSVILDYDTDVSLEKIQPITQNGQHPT
# LDHA inh – qHTS assay for inhibitors of human lactate dehydrogenase. L-lactate dehydrogenase A chain (Homo sapiens), P00338. AID 1347041, 2019. purified LDHA, NADH/diaphorase-resazurin fluorescence; stronger effect = lower value. activity change, % (values are at about 110 or 230 µM). hit rate 0.15% among 480,000; in the data active = activity change below about -30%; inconclusive = mostly about -25% to -30%;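 also: plate controls were DMSO wells for no effect and wells without enzyme for full effect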
#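 Remaining NADH was detected by diaphorase (0.133 mg/mL) converting 37 µM resazurin to fluorescent resorufin, read at 0 and 20 minutes. The preceding 5-minute room-temperature reaction used 2 nM LDHA, 0.2 mM sodium pyruvate and 0.06 mM NADH at pH 7.4.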
# D1 ag – Allosteric Agonists of the Human D1 Dopamine Receptor: qHTS; hit rate 1% among 360,000; activation, % at 2 µM; D(1A) dopamine receptor (Homo sapiens), P21728; HEK293 T-REx D1 cells, calcium flux, agonist mode; in the data active = activation above about 30%; also: 0% is about no effect
#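 Inducible HEK293 T-REx D1 cells, force-coupled to calcium signalling, were plated at 4000 cells/well with tetracycline and held overnight at 30 C. After no-wash calcium dye loading, compound-evoked calcium rise over 180 s flagged agonists.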
# Vif-A3G inh – qHTS for Inhibitors of Vif-A3G Interactions: qHTS; HeLa A3G-eYFP + Vif (tagged APOBEC3G with the HIV-1 protein that degrades it), YFP fluorescence, overnight; Potency, µM (titrated, usually from 46.1 µM), without a hit: top-dose activity, negative = active, actives largely listed as inhibitors; hit rate 0.076% among 410,000; AID 602310, 2012;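 also: potency is read from the fitted curve at half-maximal effect; % is scaled to controls: 0 for no effect and ±100 for the full control effect; nearly all actives have a fitted effect of over 60% in size; hits raise eYFP signal because A3G escapes Vif-driven loss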
#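 Read-out is eYFP fluorescence (Ex 488/Em 500-530) from Vif-expressing HeLa A3G-eYFP cells; more signal means A3G escaped Vif-mediated degradation. Cells plated overnight, compound pinned in, incubated overnight at 37 deg C.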
# D1 antag – Antagonist of Human D 1 Dopamine Receptor: qHTS | D(1A) dopamine receptor (Homo sapiens), P21728 | HEK293 TREx D1 cells, calcium flux, dopamine EC80; stronger effect = lower value | activity change, negative = inhibition, % at 10 µM | hit rate 3.2% among 360,000 | AID 504652, 2011; in the data active = activity change below about -30%; also: % is scaled to controls: 0 for no effect and ±100 for the full control effect
#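 Calcium flux readout: force-coupled, inducible Hek293 Trex D1 line, cells induced overnight at 30 C with tetracycline, dye-loaded 30–90 min at RT. Antagonism scored against EC80 dopamine challenge given 180 s after compound.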
# D2 PAM – HTS Assay for Positive Allosteric Modulators of the Human D2 Dopamine Receptor: Primary Screen for Potentiators. D(2) dopamine receptor (Homo sapiens), P14416. HEK293 T-REx D2, calcium flux, EC20 dopamine potentiation. potentiation, % at 10 µM. hit rate 0.34% among 340,000;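 active = potentiation over 3 SD above the plate norm, cut at about 30% in these data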; also: 0% is about no effect
# Target sequence (P14416 whole entry, looked up): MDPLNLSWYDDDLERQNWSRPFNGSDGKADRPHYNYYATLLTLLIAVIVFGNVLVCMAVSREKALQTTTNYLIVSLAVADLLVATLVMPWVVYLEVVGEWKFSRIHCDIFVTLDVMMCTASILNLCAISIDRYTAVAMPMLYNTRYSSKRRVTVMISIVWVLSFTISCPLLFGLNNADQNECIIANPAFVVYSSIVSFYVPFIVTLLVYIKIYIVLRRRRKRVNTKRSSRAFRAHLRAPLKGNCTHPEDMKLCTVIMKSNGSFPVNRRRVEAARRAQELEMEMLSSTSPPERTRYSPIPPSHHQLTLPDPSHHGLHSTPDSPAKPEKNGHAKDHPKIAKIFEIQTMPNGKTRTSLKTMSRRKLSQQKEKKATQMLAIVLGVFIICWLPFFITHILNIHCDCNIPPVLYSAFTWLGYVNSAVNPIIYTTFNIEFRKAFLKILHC
#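 Calcium flux readout, no-wash dye, 1 read/s. Inducible HEK293 Trex D2 line, overnight 30 C. Compound alone 180 s (agonist flags), then EC20 dopamine, another 180 s to score potentiation.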
# Glioma ERSR ind – qHTS for Inducers of the Endoplasmic Reticulum Stress Response (ERSR) in Human Glioma: qHTS; U87-MG GRP78 promoter luciferase reporter, 16 h; Potency, µM, for inactives: at the highest dose activation, hits mostly activators; hit rate 0.02% among 420,000; AID 602332, 2012; also: potency is read from the fitted curve at half-maximal effect; series mostly up to about 76 µM; % of control where 0% means no effect; nearly all actives have a fitted effect of over 35% in size
#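 ERSR induction read as luciferase luminescence (Bright-Glo, 10 min at room temperature) in stably transfected human U87-MG glioma cells exposed to compounds for 16 h, using GRP78 as sensor.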
# Vif-A3F inh – qHTS for Inhibitors of Vif-A3F Interactions: qHTS. HeLa A3F-eYFP + Vif (tagged APOBEC3F with the HIV-1 protein that degrades it), YFP fluorescence increase. Potency, µM (top dose mostly 46.1 µM), without a hit: at the top dose activity, negative = active. hit rate 0.2% among 390,000. AID 602313, 2012; also: potency is read from the fitted curve at half-maximal effect; % of control where 0% means no effect; nearly all actives have a fitted effect of over 65% in size
#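 HeLa cells stably expressing A3F-eYFP plus Vif, plated and incubated overnight at 37 deg C, then exposed to compounds overnight at 37 deg C. Blocked degradation read as raised yellow fluorescence (Ex 488/Em 500-530).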
# RXFP1 ag – qHTS Assay for Agonists of the Relaxin Receptor RXFP1 | Relaxin receptor 1 (Homo sapiens), Q9HBX9 | HEK293T-RXFP1 cAMP TR-FRET, 30 min; response scale: percent of porcine relaxin response, buffer zero | Potency, µM (titrated, usually from 57.5 µM), inactives show top-dose activation, most hits filed as activators | hit rate 0.3% among 370,000; also: potency is read from the fitted curve at half-maximal effect; % is scaled to controls: 0 for no effect and ±100 for the full control effect; nearly all actives have a fitted effect of over 60% in size; many of its hits are not listed in these tables
#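 HEK293T cells stably expressing RXFP1 were pretreated with the PDE4 inhibitor Ro 20174, exposed to compounds for 30 min at 37C, lysed, and cAMP was read by TR-FRET. Data normalized to buffer (basal) and 29 nM porcine relaxin (100%).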
# * hit, by the source's call; ? = inconclusive; . = no result given; & = joins results of further samples. Unless noted, calls follow the shape of the dose curve; as a rule, active = well fitted curve in the direction sought with a large enough effect; inconclusive = small, poorly fitted or top-dose-only effect, or another doubt; inactive = no such curve, though single readings can be large; an effect the other way counts as inactive or inconclusive. A portion of the library; rates above refer to the full screens.
SMILES,D1 PAM,LDHA inh,D1 ag,Vif-A3G inh,D1 antag,D2 PAM,Glioma ERSR ind,Vif-A3F inh,RXFP1 ag
O=C(Nc1cccc(F)c1)Nc1ccc2c(c1)C(=O)OC2,-3,-10,10,0%,-28,-6,-2%,13%,0.0%
CCOC(=O)c1ccc(Nc2cc(C)nc3nc(C)nn23)cc1,-2,-3,-4,0%,-9,2,0%,-7%,2.4%
COc1cccc(NC(=O)C2CCN(S(=O)(=O)c3ccc4c(c3)OCCO4)CC2)c1,-3,1,0,2%,.,-6,1%,-21%,0.9%
O=C(NNC(=O)C1CC(c2cccs2)=NO1)Nc1ccc(Cl)cc1 (centres undefined),-1,-1,1,-4%,11,-5,-4%,-3%,1.6%
O=C(c1ccc([N+](=O)[O-])cc1)N1CCN(C(=O)c2cccs2)CC1,-7,-7,1,2%,-16,-5,-2%,-21%,-0.2%
COc1ccccc1/C=C/C(=O)OCCN1C(=O)c2ccccc2C1=O,1,-3,5,0%,-11,12,-5%,1%,3.6%
Cc1ccc(NC(=O)COc2ccccc2C(=O)NCCc2ccccc2)cc1,-5,-2,1,0%,0,.,3%,0%,1.3%
CC1(C)CC(=O)C2=C(C1)c1c(ccc3ccccc13)NC2c1ccco1 (centres undefined),30*,-1&0,-1,-12%,-11,9,13%,-9%,5.4%
COc1ccc(C(=O)NCCCN2CCOCC2)cc1,8,-4,4,-5%,10,7,-3%,-3%,1.1%
CCOC(=O)CSc1nnc(C)c(C)n1,.,-5,.,1%,.,.,-1%,-1%,.
CC(=O)Nc1ccc(S(=O)(=O)NC(CC(=O)N(C)Cc2ccccc2)C(C)C)cc1 (centres undefined),0,-6,1,0%,1,1,-1%,0%,1.6%
COC(=O)c1c(C)[nH]c(C(=O)NCc2ccco2)c1C,-7,0,1,-1%,-15,2,5%,-12%,2.6%
CC(C)(C)NC(=O)/C(=C\c1ccccc1F)NC(=O)c1ccc([N+](=O)[O-])cc1,-10,0,3,0%,-2,10,-3%,1%,-0.3%
CCOc1ccccc1C1C(C#N)=C(N)Oc2n[nH]c(CC)c21 (centres undefined),10,-1,1,-4%,-8,9,-4%,2%,-2.2%
COc1ccc(NS(=O)(=O)c2ccc(O)c([N+](=O)[O-])c2)cc1S(=O)(=O)N1CCCCC1,.,-3,.,1%,.,.,-2%,11%,.
O=S(=O)(c1ccc(NC(=S)NCc2ccc(F)cc2)cc1)N1CCOCC1,-12,-7,30*,3%,-49*,-12,-5%,2%,-2.4%
COC(=O)CNS(=O)(=O)c1ccc(Cc2ccc(S(=O)(=O)NCC(=O)OC)cc2)cc1,2,-5,2,0%,44,-6,2%,-20%,0.9%
Cc1c(NC(=O)/C(C#N)=C/C2CC=CCC2)c(=O)n(-c2ccccc2)n1C (centres undefined),3,-1,1,-2%,3,0,-3%,0%,-0.7%
Cc1ccc(NC(=O)C2CCCN(c3nnc(-n4c(C)ccc4C)s3)C2)c(C)c1 (centres undefined),-2,3,7,.,-4,-1,.,.,17%
O=C(NCc1ccco1)c1cnn2c(C(F)(F)F)cc(-c3ccccc3)nc12,0,4,0,0%,-16,-1,-2%,-7%,-0.4%

# In the list so far, these contain two or more sulfur atoms.
SMILES,D1 PAM,LDHA inh,D1 ag,Vif-A3G inh,D1 antag,D2 PAM,Glioma ERSR ind,Vif-A3F inh,RXFP1 ag
COc1ccc(NS(=O)(=O)c2ccc(O)c([N+](=O)[O-])c2)cc1S(=O)(=O)N1CCCCC1,.,-3,.,1%,.,.,-2%,11%,.
O=S(=O)(c1ccc(NC(=S)NCc2ccc(F)cc2)cc1)N1CCOCC1,-12,-7,30*,3%,-49*,-12,-5%,2%,-2.4%
COC(=O)CNS(=O)(=O)c1ccc(Cc2ccc(S(=O)(=O)NCC(=O)OC)cc2)cc1,2,-5,2,0%,44,-6,2%,-20%,0.9%

# One compound at a time, from the list above:
# `CCOC(=O)CSc1nnc(C)c(C)n1` is listed as D1 PAM: .; LDHA inh: -5; D1 ag: .; Vif-A3G inh: 1%; D1 antag: .; D2 PAM: .; Glioma ERSR ind: -1%; Vif-A3F inh: -1%; RXFP1 ag: .
# `COC(=O)CNS(=O)(=O)c1ccc(Cc2ccc(S(=O)(=O)NCC(=O)OC)cc2)cc1` is listed as D1 PAM: 2; LDHA inh: -5; D1 ag: 2; Vif-A3G inh: 0%; D1 antag: 44; D2 PAM: -6; Glioma ERSR ind: 2%; Vif-A3F inh: -20%; RXFP1 ag: 0.9%
# `O=C(NNC(=O)C1CC(c2cccs2)=NO1)Nc1ccc(Cl)cc1` (centres undefined) is listed as D1 PAM: -1; LDHA inh: -1; D1 ag: 1; Vif-A3G inh: -4%; D1 antag: 11; D2 PAM: -5; Glioma ERSR ind: -4%; Vif-A3F inh: -3%; RXFP1 ag: 1.6%

# Three structures already listed, arranged by formula weight, falling.
SMILES,D1 PAM,LDHA inh,D1 ag,Vif-A3G inh,D1 antag,D2 PAM,Glioma ERSR ind,Vif-A3F inh,RXFP1 ag
COC(=O)CNS(=O)(=O)c1ccc(Cc2ccc(S(=O)(=O)NCC(=O)OC)cc2)cc1,2,-5,2,0%,44,-6,2%,-20%,0.9%
O=C(NCc1ccco1)c1cnn2c(C(F)(F)F)cc(-c3ccccc3)nc12,0,4,0,0%,-16,-1,-2%,-7%,-0.4%
CC(C)(C)NC(=O)/C(=C\c1ccccc1F)NC(=O)c1ccc([N+](=O)[O-])cc1,-10,0,3,0%,-2,10,-3%,1%,-0.3%

# The results go on.
SMILES,D1 PAM,LDHA inh,D1 ag,Vif-A3G inh,D1 antag,D2 PAM,Glioma ERSR ind,Vif-A3F inh,RXFP1 ag
COCCCNC(=O)C[C@H]1C[C@H](C(=O)N2CCCCC2)[C@@]2(CCc3ccccc3)c3[nH]c4cc(CCC(=O)N(C)C)ccc4c3CCN2C1=O,.,-1,.,-6%,.,.,-1%,1%,.
O=C(NNC(=O)c1ccccc1F)c1ccc(-c2ccccc2Cl)o1,.,-4,.,-6%,.,.,3%,-2%,.
O=C(O)Cn1nc2ccccc2n1,0,-3,2,0%,4,15,-6%,4%,1.7%
CCOc1nc(NCCO)nc(Nc2ccc([N+](=O)[O-])cc2)n1,1,-6,0,-6%,18,5,-3%,0%,-0.7%
Nc1nonc1-c1noc(-c2ccc(Br)o2)n1,-1,-4,-2,0%,-2,10,2%,4%,-0.5%
CC(=O)Nc1cccc(NC(=O)c2ccc3c(c2)CCN3S(=O)(=O)c2ccccc2)c1,-7,2,2,-3%,-2,-5,-5%,1%,0.3%
CCC(C)N(C(=O)Cn1nnc2ccccc21)C(C(=O)Nc1ccc(F)cc1)c1cccc(OC)c1 (centres undefined),-1,-2,10,3%,10,-11,-3%,6%,-1.9%
COc1ccc([N+](=O)[O-])cc1NS(=O)(=O)c1cc(C(=O)O)ccc1OC,-3,-3,0,0%,16,0,-4%,-1%,0.1%
CCNC(=S)NNC(=O)c1cccc(Br)c1,-1,-2,3,0%,-8,-14,5%,0%,-0.7%
COc1cc2c(cc1OC)CN(Cc1ccc(OC)c(C)c1OC)CC2,-2,-13,7,0%,-2,.,-6%,-7%,-0.4%
Cc1c(C)[n+](=O)c(C)c(C)n1[O-],.,-19,.,7%,.,.,-3%,-33%,.
O=C1NC(=Nc2ccccc2)S/C1=C\c1cccn1-c1ccccc1,-3,-5,4,?,5,17,-2%,1%,-1.7%
Cc1cc(C)c2c(n1)nn1c(C)c(CCC(=O)Nc3ccc(C)c(Cl)c3)c(C)nc21,-2,-13,1,.,21,27,.,.,?
COc1ccc(-c2nn(-c3ccccc3)cc2C2NC(=O)NC(C)=C2C(=O)OC(C)C)cc1Cl (centres undefined),-2,4,19,-8%,-28,8,-5%,2%,0.3%
Cc1sc2nc(C(C)Sc3n[nH]c(N)n3)[nH]c(=O)c2c1C (centres undefined),-8,.,2,.,-10,-2,.,.,-0.3%
CC12CC(c3ccccc3O1)C(/C(N)=N/NC(=O)c1ccc(F)cc1)C(=O)N2 (centres undefined),-4,-5,13,-9%,-3,.,-5%,-8%,1.2%
COc1ccc(OC)c(/C=C/C(=O)N(C)CC(=O)Nc2ccc(C)cc2)c1,-1,0,2,1%,8,-17,-3%,-2%,3.5%
O=C(COC(=O)c1ccc[nH]c1=O)NCC12CC3CC(CC(C3)C1)C2,-7,-7,1,-2%,-24,.,3%,-2%,0.3%
COc1ccc(C(=O)NNC(=S)NC(=O)c2cccc([N+](=O)[O-])c2)cc1,.,-3,.,4%,.,.,3%,?,.
COCCNCCOCCOc1ccc(Cl)c(C)c1,-3,-14,32*,0%,.,15,-5%,-3%,-2.0%
C=CCn1c(SCC(=O)NC2CC2)nnc1-c1cccs1,0,-3,3,3%,0,-14,1%,-8%,0.2%
CC1CC(C)(C)NC(=S)O1 (centres undefined),-5&3,-11&-3,0&3,0%&1%,-3&5,3&-6,-3%&-5%,0%&1%,-0.5%&3.2%
O=C(Nc1ccc(Cl)cn1)C1CC1,-5,-3,0,-1%,1,4,-3%,-9%,3.4%
O=C(Nc1cccc(NC(=O)c2ccc(Br)o2)n1)c1ccc(Br)o1,5,-4,2,-4%,6,.,-4%,0%,9.8%
Cc1n[nH]c(C)c1CCc1nc2c3ccccc3nc(SCC(N)=O)n2n1,6,-20,2,2%,13,10,-3%,0%,-1.7%
O=C(Cn1c(N2CCN(c3ccccc3)CC2)nc2ccccc21)c1ccccc1,1,3,2,-1%,25,7,4%,-23%,-1.6%
Cc1ccc(N(C)S(=O)(=O)c2cccc(C(=O)OCC(=O)N3CCCC(C)C3)c2)cc1 (centres undefined),-13,-8,9,0%,-1,9,-5%,-18%,-1.5%
